D1 PAM: human D1 dopamine receptor positive modulation; P21728; potentiation, % at 10 µM; 0.036% of 360,000 active; HEK293 TREx D1 cells, calcium flux, dopamine EC20 potentiation; in the data active = potentiation above about 30%; note: 0% is about no effect
Target sequence (P21728 whole entry, looked up): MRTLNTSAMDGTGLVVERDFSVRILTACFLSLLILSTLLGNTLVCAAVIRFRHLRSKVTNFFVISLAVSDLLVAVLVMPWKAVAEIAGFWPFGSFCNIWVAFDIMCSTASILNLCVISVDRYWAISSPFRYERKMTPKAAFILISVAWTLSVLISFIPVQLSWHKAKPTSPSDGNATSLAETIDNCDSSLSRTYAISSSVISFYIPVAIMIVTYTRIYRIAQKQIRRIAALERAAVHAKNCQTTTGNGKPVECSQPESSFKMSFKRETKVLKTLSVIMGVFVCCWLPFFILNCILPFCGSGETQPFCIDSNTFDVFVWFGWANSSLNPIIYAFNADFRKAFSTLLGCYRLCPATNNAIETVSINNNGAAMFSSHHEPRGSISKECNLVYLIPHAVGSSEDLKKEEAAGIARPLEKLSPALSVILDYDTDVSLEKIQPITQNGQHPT
RXFP1 agonist: RXFP1 (human) receptor agonism; HEK293T-RXFP1 cAMP TR-FRET, 30 min; response scale: percent of porcine relaxin response, buffer zero; Potency, µM (titrated, usually from 57.5 µM), inactives show at the highest dose activation, actives largely listed as activators; Q9HBX9; 0.3% of 370,000 active; AID 2676; note: potency is the fitted concentration of half-maximal effect; % is set by controls: 0 for no effect and ±100 for the full control effect; nearly all actives have a fitted effect of over 60% in size; many of its hits are not listed in these tables
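HEK293T cells stably expressing RXFP1 were pretreated with the PDE4 inhibitor Ro 20174, exposed to compounds for 30 min at 37C, lysed, and cAMP was read by TR-FRET. Data normalized to buffer (basal) and 29 nM porcine relaxin (100%).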
D1 agonist: activates the human D1 dopamine receptor; AID 504660; P21728; HEK293 T-REx D1 cells, calcium flux, agonist mode; activation, % at 2 µM; 1% of 360,000 active; in the data active = activation above about 30%; note: 0% is about no effect
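Inducible HEK293 T-REx D1 cells, force-coupled to calcium signalling, were plated at 4000 cells/well with tetracycline and held overnight at 30 C. After no-wash calcium dye loading, compound-evoked calcium rise over 180 s flagged agonists.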
D2 PAM: positively modulates the human D2 dopamine receptor allosterically. P14416. HEK293 T-REx D2, calcium flux, EC20 dopamine potentiation. potentiation, % at 10 µM. 0.34% of 340,000 active. AID 485347;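 active = potentiation over 3 SD above the plate norm, cut at about 30% in these data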; note: 0% is about no effect
Target sequence (P14416 whole entry, looked up): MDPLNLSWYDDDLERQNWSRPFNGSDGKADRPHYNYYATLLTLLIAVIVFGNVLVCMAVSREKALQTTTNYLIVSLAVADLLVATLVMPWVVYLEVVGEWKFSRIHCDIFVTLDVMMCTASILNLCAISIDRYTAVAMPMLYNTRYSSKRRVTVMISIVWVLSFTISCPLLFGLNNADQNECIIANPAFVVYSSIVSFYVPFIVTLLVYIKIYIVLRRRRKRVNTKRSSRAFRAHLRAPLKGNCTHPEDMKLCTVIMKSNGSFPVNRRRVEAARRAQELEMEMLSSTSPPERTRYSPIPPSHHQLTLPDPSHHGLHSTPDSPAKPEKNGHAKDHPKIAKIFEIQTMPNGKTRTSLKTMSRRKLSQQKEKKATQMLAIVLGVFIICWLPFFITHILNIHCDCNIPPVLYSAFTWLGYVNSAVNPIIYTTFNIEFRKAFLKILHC
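Using a no-wash calcium dye in inducible, force-coupled HEK293 Trex cells expressing D2, we tracked fluorescence each second for 180 s after compound, then for 180 s after EC20 dopamine to detect augmented signalling.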
RXFP1 antagonist: RXFP1 (human) relaxin receptor antagonism. Q9HBX9. HEK293-RXFP1, relaxin-stimulated cAMP HTRF, 30 min; active compounds read low. activity change, negative = inhibition, % at 57.5 µM. 0.59% of 350,000 active;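 active = activity change of -60% or lower, but not beyond a set lower limit; inconclusive = change between -60% and -40%, or beyond the set limit; inactive = change above -40%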; note: % is set by controls: 0 for no effect and ±100 for the full control effect
Anesthetic bind: candidate novel general anesthetic via apoferritin binding; P02791; apoferritin/1-aminoanthracene competitive binding, fluorescence; Potency, µM (series often up to 77.5 µM), inactives show top-dose activity change, negative = displacement, hits mostly inhibitors; 0.074% of 350,000 active; note: potency is the fitted concentration of half-maximal effect; % is set by controls: 0 for no effect and ±100 for the full control effect; nearly all actives have a fitted effect of over 20% in size
Target sequence (P02791 2-175 limits assumed): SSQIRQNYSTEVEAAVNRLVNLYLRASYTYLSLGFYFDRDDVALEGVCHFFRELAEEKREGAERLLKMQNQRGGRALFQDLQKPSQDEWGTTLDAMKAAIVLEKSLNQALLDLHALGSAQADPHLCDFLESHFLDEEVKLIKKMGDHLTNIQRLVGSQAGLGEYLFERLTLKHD
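Concentration-response curves derived by four-parameter Hill fitting of normalized fluorescence, where compounds displaced 1-AMA from 10 uM horse apoferritin following a brief 10 min room-temperature incubation; propofol titration acted as positive control.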
TRHR enhancer: allosterically enhances the human TRH receptor | TRHR cells, fluo-8 calcium fluorescence, EC20 TRH enhancement | enhancement, % at 2 µM | 0.66% of 360,000 active | P34981; in the data active = enhancement above about 30%; note: 0% is about no effect
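Enhancer read-out: after compound pinning and an initial kinetic agonist-mode read, an EC20 of TRH (10 nM final) was injected and fluo-8 calcium signal (Ex 480/Em 530) followed at 1 s/cycle for 100 cycles in TRHR-expressing cells.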
D1 antag: antagonists of human D1 dopamine receptor; P21728; 3.2% of 360,000 active; HEK293 TREx D1 cells, calcium flux, dopamine EC80; active compounds read low; activity change, negative = inhibition, % at 10 µM; in the data active = activity change below about -30%; note: % is set by controls: 0 for no effect and ±100 for the full control effect
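Allosteric or orthosteric antagonism assessed as attenuation of the calcium response to EC80 dopamine, added 180 s after compound, in induced HEK293 Trex D1 cells loaded with no-wash calcium dye.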
TRHR agonist: TRH receptor (human) agonism. TRHR cells, calcium flux fluo-8, FDSS agonist mode. activation, % at 2 µM. 0.18% of 360,000 active. AID 493084; in the data active = activation above about 30%; note: 0% is about no effect
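In this calcium-flux screen, cells bearing human TRHR are dye-loaded with fluo-8, baselined for 10 cycles, then exposed to library compounds; positive kinetic calcium responses during the agonist phase mark hits, with TRH as control.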
* = called active by the depositor; ? = inconclusive; · = not tested or not shown; & = joins results of further samples; [ ] = another dose, or the depositor's remark. Unless noted, calls come from the whole dose curve; as a rule, active = well fitted curve in the direction sought with a large enough effect; inconclusive = small, poorly fitted or top-dose-only effect, or another doubt; inactive = no such curve, though single readings can be large; an effect the other way counts as inactive or inconclusive. This is a subset; the hit share may differ from the screen's.

SMILES	D1 PAM	RXFP1 agonist	D1 agonist	D2 PAM	RXFP1 antagonist	Anesthetic bind	TRHR enhancer	D1 antag	TRHR agonist
COc1cccc(C2=C(C(C)=O)Sc3nncn3N2C(C)=O)c1	5	4.3%	-3	-2	-18	6%	0	·	-0.3
Cc1ccc(Cn2cnc3ccccc32)cc1C	-7	3.2%	6	2	0	?	6	-1	-0.3
COCCn1c(SCC(=O)NC2CCCCC2)nc2c(c1=O)SCC2	-3	1.5%	0	1	10	-4%	-2	-12	-0.1
CCOC(=O)N1CCC(Nc2c(-c3ccc(C)cc3)c(=O)c2=O)CC1	-3	0.4%	10	-13	-1	-3%	-5	-23	-0.4
COc1cccc(CNC(=O)c2cccc(-n3c(C)nc4cccnc43)c2)c1OC	0	21%	3	0	-10	-15%	-1	-12	-0.2
CN(NS(=O)(=O)c1ccc(F)cc1)c1ncc(C(F)(F)F)cc1Cl	-2	0.2%	1	13	1	?	-3	-4	-0.1
CNc1nc(-c2c(C)n(C)c3ccc(OC)cc23)cs1	0	1.6%	1	-3	-16	-8%	3	-18	0.3
CC(=O)Nc1ccc(S(=O)(=O)NC2(C(F)(F)F)NC(=O)N(C3CCCC3)C2=O)cc1 (centres undefined)	0	0.3%	-1	33*	-4	22%	5	-28	0.3
CCOC(=O)C1=C(C)N(C)C(=S)NC1c1ccc(Cl)cc1Cl (centres undefined)	-2	0.4%	2	-5	-7	-17%	-3	13	-0.4
O=C(NCCSCc1c(F)cccc1Cl)C1CCN(S(=O)(=O)Cc2ccccc2)CC1	1	-3.3%	-1	1	-2	2%	2	-5	-0.3
CCCCn1c(N)c(N(C)C(=O)C2CCCC2)c(=O)[nH]c1=O	·	-0.1%	4	6	-5	·	5	1	0.4
Cc1nc2sc(C(=O)N(C)Cc3ccccc3)c(NC(=O)c3ccccc3)c2c(C)c1Cl	0	1.5%	4	7	4	-6%	-3	39	-0.7
COc1ccc(OCC(=O)OCC(=O)NC2CCCCC2C)cc1 (centres undefined)	-3	-0.4%	1	-5	-1	·	8	-2	-0.2
Cc1nn(-c2ccccn2)c2c1-c1nc(N3CCOCC3)ncc1CC2	-6	0.8%	0	15	7	-2%	4	-4	-0.2
O=C(CSc1nnc(-c2cccnc2)n1Cc1ccco1)c1ccc2ccccc2c1	1	2.8%	1	6	-2	?	5	-3	-0.3
CN1CCNC(=O)C1CC(=O)NCCC1=CCCCC1 (centres undefined)	4	0.9%	1	5	-5	-9%	2	6	-0.1
COc1ccc(NC(=O)Cn2cc(C(=O)c3ccncc3)c(=O)c3cc(C)ccc32)cc1Cl	2	?	4	-18	7	-4%	5	-29	0.5
CC1C/C(=C/c2ccco2)C(=O)/C(=C/c2ccco2)C1 (centres undefined)	-7	0.8%	5	0	·	-24%	2	-2	1.5
COc1cccc(NC(=O)Cn2nnc(C(=O)NCc3ccc4c(c3)OCO4)c2N)c1	15&3	1.3%&0.0%	2&3	-5&0	10&4	?	8&10	-13&10	-0.2&0.2
Nc1nc(SCc2nc3sc4c(c3c(=O)[nH]2)CCCC4)n[nH]1	0	0.5%	3	6	-9	-18%	-5	10	0.0
CC(=O)/C(=N\Nc1ccccc1)Oc1ccc([N+](=O)[O-])cc1	3	-1.8%	-1	34*	3	-7%	-1	8	-0.5
O=C(Nc1nnc(-c2ccco2)o1)c1ccc(S(=O)(=O)N2CCOCC2)cc1	-1	-2.1%	5	-1	-8	-9%	-3	8	0.6
Cc1nc(=O)c(-c2ccccc2)c(C)n1-c1cccc(C(=O)O)c1	-3	0.7%	7	-8	4	0%	13	4	0.2
CC(CC(=O)OCC(=O)NCc1ccc(Cl)cc1)c1ccccc1 (centres undefined)	-7	0.4%	3	0	-9	·	-1	-10	0.9
C=CCNc1nc(N)c(C(=C(C#N)C#N)c2ccc(Br)cc2)s1	-13	0.6%	1	-16	46	-2%	3	-32*	0.0
CCC(C)NC(=O)C1CCN(S(=O)(=O)c2cccc3cccnc23)CC1 (centres undefined)	3	-0.3%	4	-1	·	-8%	-8	-1	0.3
CC1(C)CC(=O)C2=C(C1)Nc1cc(Cl)ccc1S2	-4	-2.9%	7	-11	-13	?	3	-8	1.1
COc1ccc(NC(=O)CCN2CCN(S(=O)(=O)c3cc(Cl)ccc3OC)CC2)cc1	-21	-1.7%	5	0	-2	7%	-3	-6	0.0
Nc1nc2c(C(=O)N3CCOCC3)nnn2c2ccccc12	-2	16%	4	11	3	9%	4	-5	0.6
O=C(c1cccs1)n1nc(NCc2ccccc2)nc1NCc1ccccc1	-3	-0.1%	4	-4	0	-4%	-3	-11	1.5

Brought forward from above: 3 compounds, then new ones.
SMILES	D1 PAM	RXFP1 agonist	D1 agonist	D2 PAM	RXFP1 antagonist	Anesthetic bind	TRHR enhancer	D1 antag	TRHR agonist
COc1ccc(NC(=O)CCN2CCN(S(=O)(=O)c3cc(Cl)ccc3OC)CC2)cc1	-21	-1.7%	5	0	-2	7%	-3	-6	0.0
Nc1nc2c(C(=O)N3CCOCC3)nnn2c2ccccc12	-2	16%	4	11	3	9%	4	-5	0.6
O=C(c1cccs1)n1nc(NCc2ccccc2)nc1NCc1ccccc1	-3	-0.1%	4	-4	0	-4%	-3	-11	1.5
O=C(Nc1ccc(C2CC2(Cl)Cl)cc1)c1ccccc1Br (centres undefined)	-10	-0.5%	7	14	·	-5%	-2	-8	-1.8
COc1ccccc1-c1c(C)nn2c(N3CCOCC3)cc(C)nc12	13	0.0%	0	-2	4	3%	2	-3	-0.2
CN(C)c1ccc(S(=O)(=O)NCC(=O)OCC(=O)Nc2cc(Cl)cc(Cl)c2)cc1[N+](=O)[O-]	-9	0.8%	1	4	-1	-20%	-6	-11	0.4
CCNc1nc(NCC)n2c(SCC(=O)Nc3ccc(F)cc3[N+](=O)[O-])nnc2n1	-2	3.1%	3	-5	17	-14%	2	-2	-0.5
O=c1cc(N2CCCC2)c2ccccc2o1	-5	-0.1%	1	8	-5	-1%	35*	3	0.3
O=C(Nc1ccc(N2CCCCC2)cc1)c1cc([N+](=O)[O-])cc([N+](=O)[O-])c1	-3	1.0%	0	6	-3	-9%	-13	21	0.6
CC(C)CN1C(=O)c2ccc(NC(=O)c3cccs3)cc2C1=O	-9	-2.9%	2	9	-14	-10%	38*	-15	1.1
CCOc1ccccc1NC(=O)CCCNC(=O)c1ccc(Cl)cc1	-1	1.0%	2	-6	-6	0%	-10	-18	-0.4
O=C(Cn1cc(C(F)(F)F)ccc1=O)NCC1CCCO1 (centres undefined)	3	-2.5%	0	5	-3	·	21	12	0.5
NS(=O)(=O)c1ccc(NC(=O)COC(=O)c2ccc(Cl)nc2)cc1	-6	-2.3%	2	3	6	-3%	3	-2	1.3
COc1ccc(Cl)cc1NC(=O)COc1cccc2c(=O)n(C)ccc12	2	3.2%	-2	-8	·	-12%	12	·	-0.1
CCn1cc(C(=O)NCc2ccco2)c2cc(OC)c(OC)cc2c1=O	1	4.8%	3	12	-4	6%	3	1	-0.5
Cc1cc(=O)c(C(=O)O)nn1-c1cccc(C(F)(F)F)c1	-3	-1.0%	-1	·	1	1%	-1	13	0.1
CCOc1ccc(CNC(=O)CCn2c(=O)oc3ccccc32)cc1	-3	3.4%	5	-1	3	-7%	-3	10	-0.3
O=C(NC1CCCCCC1)c1ccc(-n2cnnc2)cc1	3	2.8%	3	-7	3	-4%	-1	2	-0.5
CCOc1ccc(N2CC(NC(=O)c3ccco3)CC2=O)cc1 (centres undefined)	1	-0.1%	1	10	-13	-4%	3	·	0.1
O=C(Nc1ccccc1N1CCN(C(=O)c2ccc(Cl)cc2)CC1)c1cc(Br)ccc1Cl	-6	0.2%	3	13	3	-4%	-3	-10	1.1
CCOc1ccc(CN2CCN(Cc3cnn(CC)c3C)CC2CCO)cc1 (centres undefined)	-1	-0.5%	3	-1	14	-2%	3	11	2.3
Cc1cc(NC(=O)c2ccccc2Cl)ccc1NC(=O)c1ccccc1	0	0.3%	0	1	-13	21%	-1	-20	0.3
c1ccc(-c2ccc(-c3ccccn3)nn2)nc1	1	-0.7%	2	-5	·	-19%	-3	3	0.3
CC(C)(C)OC(=O)NCCCCCc1nnc(SCc2ccccc2)o1	-6	0.6%	18	1	-21	-10%	-3	-28	1.3
COC(=O)c1ccc2[nH]c(C)c(CN3CCCC3)c(=O)c2c1	-8	2.2%	3	-7	-4	-8%	0	-3	0.6
O=C(NCCc1ccc(F)cc1)Nc1ccccc1Cl	3	-2.7%	1	-8	-1	-8%	0	6	-0.5
Cc1ccc(C(=O)O)cc1NC(=O)CN1C(=O)C2C3c4ccccc4C(Br)(c4ccccc43)C2C1=O (centres undefined)	-2	-0.6%	3	6	6	-6%	1	18	-0.3
Cc1ccc2scc(N3CCc4ccccc4C3)c(=O)c2c1	-2	1.3%	4	-21	-9	?	2	12	0.3
CC1=C(c2ccc(C)c(C)c2)S(=O)(=O)N=C1N1CCC(C(=O)NC(C)Cc2ccco2)CC1 (centres undefined)	-2	1.3%	0	1	-33	-23%	23	-32*	-0.1
Cc1c(C(=O)N(C)C2CCCCC2)sc2ncnc(N3CCN(c4ccccc4)CC3)c12	-3	2.2%	0	1	-20	-18%	-12	-24	1.0
O=C(CC1c2ccccc2Oc2ccccc21)Nc1ccccc1F	-6	1.0%	5	-3	-6	-8%	16	3	-2.1
CCN(CC)CCCN(C(=O)c1ccco1)c1nc(-c2ccc(C)cc2)cs1	-8	-0.1%	6	-19	-14	-12%	-6	-6	0.8
COc1ccc(-c2sc(C(=O)c3ccc(Cl)cc3Cl)cc2CC(=O)O)cc1	-5	?	2	9	-24	53%[activator]	1	-7	-0.6
COc1cccc(N2CCN(C(=O)CCn3nc(C)c(S(=O)(=O)N4CCCC4)c3C)CC2)c1	0	4.3%	0	5	·	-4%	6	-2	-1.5
COc1ccccc1NC(=O)c1ccc(NS(C)(=O)=O)cc1	-7	-1.0%	2	6	-4	0%	1	-18	-0.8
Cc1cc2ncc(-c3ccc(Cl)cc3)cn2n1	-2	-2.0%	1	15	-8	-3%	-2	-17	-0.8
Cc1cccc(-c2noc(CN(C(=O)c3ccc4c(c3)OCO4)C(C)C)n2)c1	-2	2.5%	14	-1	7	-12%	-16	0	0.0

Assay outcomes as filed in PubChem BioAssay.
